Source: PubChem BioAssay
PP1 counter = PP1-alpha phosphatase inhibitors, primary screen, counter-screen for PP5 inhibitor project, biochemical, fluorescence, OMFP substrate, single point; Serine/threonine-protein phosphatase PP1-alpha catalytic subunit (Homo sapiens), P62136; purified PP1alpha; inhibition, % at 6.7 µM; actives 0.9% (n = 320,000); AID 2235, 2010;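 active = inhibition above the mean inhibition of all tested compounds plus 3 SD, computed separately for each screening campaign, cut at about 15% in these data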
Target sequence (P62136 whole entry, looked up): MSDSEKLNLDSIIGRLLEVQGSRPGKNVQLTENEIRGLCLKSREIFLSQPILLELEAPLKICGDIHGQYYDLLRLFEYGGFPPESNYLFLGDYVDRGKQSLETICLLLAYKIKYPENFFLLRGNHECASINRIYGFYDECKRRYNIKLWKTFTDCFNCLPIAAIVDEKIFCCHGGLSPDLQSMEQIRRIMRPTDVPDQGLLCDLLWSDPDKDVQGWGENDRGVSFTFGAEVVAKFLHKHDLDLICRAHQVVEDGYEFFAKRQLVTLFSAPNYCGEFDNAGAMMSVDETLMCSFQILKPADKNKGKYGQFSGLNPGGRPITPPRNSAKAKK
procasp3 activ = activators of human procaspase-3 D3A mutant, primary screen, biochemical, absorbance, PC-3 D3A mutant, single concentration. actives 0.11% (n = 330,000). activation, % at 8.5 µM. recombinant procaspase-3 D3A, Ac-DEVD-pNA absorbance 405 nm;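 active = activation above the mean of all tested compounds plus 3 SD, cut at about 21% in these data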;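 also: 0% = DMSO alone and 100% = DMSO wells spiked with extra 5 µM PC-3 D3A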
Target sequence (P42574 whole entry D9A/D28A/D175A): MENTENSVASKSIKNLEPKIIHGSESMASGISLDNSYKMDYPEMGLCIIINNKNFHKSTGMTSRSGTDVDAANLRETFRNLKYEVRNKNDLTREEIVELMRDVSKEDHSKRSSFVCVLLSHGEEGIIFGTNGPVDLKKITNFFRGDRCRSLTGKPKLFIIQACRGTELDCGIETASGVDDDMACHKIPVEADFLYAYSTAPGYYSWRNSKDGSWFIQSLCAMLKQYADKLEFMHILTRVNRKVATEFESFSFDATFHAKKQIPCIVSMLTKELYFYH
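Compound: 8.5 µM single point, 0.8% DMSO / Material: Autoprocessing-dead procaspase-3 D3A mutant enzyme / Timing: 1 h preincubation plus 2 h reaction at 25 °C / Medium: Zinc-free HEPES/NaCl buffer with 0.01% Triton X-100 at pH 7.4 / Technique: 405 nm absorbance of p-nitroaniline, reads at 0 and 120 min / Repeats: one well per compound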
proCasp7 act = procaspase-7 activators, primary screen, counter-screen for procaspase-3 activator project, biochemical, absorbance, HTS, human; activation, % at 8.5 µM; recombinant procaspase-7, Ac-DEVD-pNA absorbance 405 nm; D23A/D198A/D206A triple mutant, cannot self-cleave; scale: DMSO 0, 5 µM enzyme 100; AID 463210, 2010; actives 0.093% (n = 330,000);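 active = percent activation above the screen-wide mean plus 3 SD, cut at about 25% in these data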
Target sequence (P55210 whole entry D23A/D198A/D206A): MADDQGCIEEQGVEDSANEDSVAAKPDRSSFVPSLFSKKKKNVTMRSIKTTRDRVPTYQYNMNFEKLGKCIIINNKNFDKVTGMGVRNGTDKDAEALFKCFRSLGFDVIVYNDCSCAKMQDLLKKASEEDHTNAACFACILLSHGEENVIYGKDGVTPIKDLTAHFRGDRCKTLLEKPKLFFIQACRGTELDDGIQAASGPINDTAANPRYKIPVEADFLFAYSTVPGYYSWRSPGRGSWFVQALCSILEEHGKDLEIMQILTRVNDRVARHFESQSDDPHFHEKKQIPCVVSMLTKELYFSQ
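Material: Procaspase-7 triple mutant (PC-7 D3A) | Quantity: 2 µM procaspase-7 mutant as dispensed | Reagent: DEVD-pNA substrate | Times: 1 h preincubation, 2 h reaction | Technique: 405 nm absorbance of p-nitroaniline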
TPT1 inhibitor = Candida albicans TPT1 enzyme inhibitors, primary screen, biochemical, fluorescence polarization. inhibition, % at 5 µM. recombinant caTPT1, FP RNA substrate dephosphorylation. actives 0.81% (n = 300,000). tRNA 2'-phosphotransferase TPT1 (Candida albicans SC5314);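 active = inhibition above the mean of all tested compounds plus 3 SD, set per screening campaign, cut at about 24% in these data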;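 also: plate controls were DMSO alone for no effect and ferristatin control at 100 nM for full effect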
PP5 inh = PP5 phosphatase inhibitors, primary screen, biochemical, fluorescence. purified PP5c, OMFP substrate fluorescence. inhibition, % at 6.7 µM. actives 0.18% (n = 320,000). AID 1987, 2009;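 active = inhibition above the campaign's mean inhibition across all tested compounds plus 3 SD, cut at about 9.5% in these data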;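 also: 0% = DMSO only and 100% = 100 µM cantharidin control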
Efflux pump mplx = inhibitors of Candida efflux pumps in yeast, primary screen, S. cerevisiae, Nile Red, multiplex; S. cerevisiae Candida pump triplex; inhibition, % at 10 µM; actives 0.44% (n = 330,000);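 active = plate passing quality check with inhibition over a set limit, or well fluorescence over plate mean plus 4 SD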;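 also: Nile Red retained in pooled yeast measured as flow cytometry median fluorescence; 0% = buffer negative control and 100% = Enniatin B positive control; higher means more Nile Red kept so more efflux inhibition; some compounds called inactive have numbers as strong as hits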
GASC-1 inh = inhibitors of GASC-1 histone demethylase, primary screen, biochemical, fluorescence, DELFIA europium | Lysine-specific demethylase 4C (Homo sapiens), Q9H3R0 | GST-JMJD2C(1-420) H3K9me3 demethylation | inhibition, % at 2.35 µM | actives 0.069% (n = 330,000) | AID 2099, 2009;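 active = more than half of a compound's replicate wells show inhibition beyond 50%, single wells judged on their own value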;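 also: signal counts dimethyl H3K9 product captured on neutravidin plate; 0% = median of DMSO wells and 100% = 0.3 times that DMSO median; strong numbers were not always called active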
CTSL1 counter = Fasciola hepatica cathepsin L1 inhibitors, primary screen, counter-screen for PFM18AAP inhibitor project, biochemical, QFRET, fluorogenic peptide substrate | recombinant F. hepatica cathepsin L1, Z-Leu-Arg-MCA fluorescence | AID 1906, 2009 | actives 0.49% (n = 300,000) | inhibition, % at 5.96 µM;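 active = inhibition above the mean of all tested compounds plus 3 SD, set per screening campaign, cut at about 17% in these data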;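 also: 0% = plate median of test compound wells and 100% = 1 µM Z-Phe-Ala-diazomethylketone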
core dimer inh = inhibitors of HCV core protein dimerization, primary screen, biochemical, TR-FRET, high-throughput; TR-FRET GST/Flag-core106 dimerization, 1536-well; inhibition, % at 5 µM; actives 0.33% (n = 300,000);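 active = inhibition above the mean of all tested compounds plus 3 SD, set per screening campaign, cut at about 45% in these data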
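System: GST/Flag-tagged HCV core106 proteins. Incubation: compound-protein-antibody incubation 4 h at 22.5 °C. Technique: HTRF with 340 nm excitation, 617/671 nm emission. Medium: KF-containing HEPES buffer, pH 7.45, DTT, CHAPS, BSA. Read-out: inhibition (%) from 671 over 617 nm ratio. Also added: Eu(K)-anti-GST 90 ng/mL plus XL665-anti-Flag 1 µg/mL.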
Active calls of the source: *. Rows were taken by chance; 2.9% or so of the library scored in one or more.

Cc1ccc(C2(C(F)(F)F)N=C3Sc4cc(C)cc(C)c4N3C(=O)N2)cc1 (stereo unspecified) was read as PP1 counter -1, procasp3 activ 9, proCasp7 act -1, TPT1 inhibitor -2, PP5 inh -1.5, Efflux pump mplx -0.1, GASC-1 inh 10, CTSL1 counter 4 and core dimer inh 6.
COc1ccc(Cn2c(=O)c3[nH]cnc3n(-c3ccc(C)cc3)c2=O)cc1 was read as PP1 counter 0, procasp3 activ 5, proCasp7 act 2, TPT1 inhibitor -2, PP5 inh 4.6, Efflux pump mplx -0.1, GASC-1 inh 2, CTSL1 counter -1 and core dimer inh -4.
Screening CCCCN(C(=O)CSc1nnc(-c2ccccc2)n1C)c1c(N)n(Cc2ccccc2)c(=O)[nH]c1=O returned PP1 counter -3, procasp3 activ -9, proCasp7 act -2, TPT1 inhibitor 2, PP5 inh -3.2, Efflux pump mplx 0.3, GASC-1 inh -6, CTSL1 counter 2 and core dimer inh -3.
For Cc1ccc(-c2noc(Cn3cc(S(=O)(=O)N4CCCC4)ccc3=O)n2)cc1 the results were PP1 counter -3, procasp3 activ -6, proCasp7 act 11, PP5 inh -2.3 and Efflux pump mplx -0.3.
For Cc1ccc(NC(=O)c2nc[nH]c2C(=O)NCc2ccccc2)cc1 the results were PP1 counter 2, procasp3 activ -1, proCasp7 act 8, PP5 inh 6.3, Efflux pump mplx -0.1 and GASC-1 inh 4.
CCOc1ccccc1NC(=O)CSc1c(C)n[nH]c1C was read as PP1 counter 1, procasp3 activ 2, proCasp7 act 8, TPT1 inhibitor -2, PP5 inh 1.3, Efflux pump mplx 0.0, GASC-1 inh 0, CTSL1 counter -2 and core dimer inh -1.
`CCOc1ccc(S(=O)(=O)N2CCCCC2)cc1NC(=O)CN1CCCC1c1cccs1` (stereo unspecified) gave PP1 counter 10, procasp3 activ -4, proCasp7 act 9, PP5 inh 2.2, Efflux pump mplx 1.1 and GASC-1 inh 1.
`CCOC(=O)c1c(NC(=O)CSc2ncnc3[nH]ncc23)sc2c1CCC(C)C2` (stereo unspecified) gave PP1 counter -6, procasp3 activ 3, proCasp7 act 3, TPT1 inhibitor 3, PP5 inh -1.5, Efflux pump mplx 0.4, GASC-1 inh 12, CTSL1 counter -2 and core dimer inh 6.
For O=C(NCC1CCCO1)c1cn(Cc2ccccc2)nc1-c1ccc(Cl)cc1 (stereo unspecified) the results were PP1 counter -3, procasp3 activ 9, proCasp7 act -1, PP5 inh -0.8, Efflux pump mplx 0.1 and GASC-1 inh 0.
`CCC(CC)NC(=O)c1cc(S(=O)(=O)N2CCCCC2)ccc1N1CCOCC1` gave PP1 counter 1, procasp3 activ -3, proCasp7 act 7, PP5 inh 0.3, Efflux pump mplx 0.1 and GASC-1 inh 0.

2 neighbouring entries already listed:
For O=C(NCC1CCCO1)c1cn(Cc2ccccc2)nc1-c1ccc(Cl)cc1 (stereo unspecified) the results were PP1 counter -3, procasp3 activ 9, proCasp7 act -1, PP5 inh -0.8, Efflux pump mplx 0.1 and GASC-1 inh 0.
`CCC(CC)NC(=O)c1cc(S(=O)(=O)N2CCCCC2)ccc1N1CCOCC1` gave PP1 counter 1, procasp3 activ -3, proCasp7 act 7, PP5 inh 0.3, Efflux pump mplx 0.1 and GASC-1 inh 0.

More records:
O=S(=O)(Cc1cc(Cl)nc(-c2ccncc2)n1)c1ccccc1 was read as PP1 counter -3, procasp3 activ -4, proCasp7 act 2, TPT1 inhibitor 3, PP5 inh -1.2, Efflux pump mplx 0.0, GASC-1 inh 8, CTSL1 counter 4 and core dimer inh 27.
For OCCC1CN(Cc2cnc(N3CCOCC3)s2)CCN1C1CCCC1 (stereo unspecified) the results were PP1 counter -3, procasp3 activ 1, proCasp7 act 9, TPT1 inhibitor 5, PP5 inh -0.2, Efflux pump mplx 0.0, GASC-1 inh 2, CTSL1 counter -3 and core dimer inh -2.
For Cc1csc(=O)n1CC(=O)OCC(=O)Nc1ccccc1C(C)C the results were PP1 counter -2, procasp3 activ 3, proCasp7 act -4, PP5 inh 1.8, Efflux pump mplx -0.1 and GASC-1 inh 0.
Cc1cccc(NC(=O)CSCC(=O)OCc2ccccn2)c1 was read as PP1 counter -2, procasp3 activ 1, proCasp7 act 6, TPT1 inhibitor -2, PP5 inh 0.9, Efflux pump mplx -0.1, GASC-1 inh -4, CTSL1 counter -23 and core dimer inh -5.
For Cc1cc(C)cc(OCC(=O)OC/C(O)=C(\C#N)c2nc3ccccc3[nH]2)c1 the results were PP1 counter 0, procasp3 activ -4, proCasp7 act 5, TPT1 inhibitor 20, PP5 inh -2.5, Efflux pump mplx -0.1, GASC-1 inh -1, CTSL1 counter 0 and core dimer inh 22.
For CSc1ncccc1C(=O)NCc1ccc(C)cc1 the results were PP1 counter -2, procasp3 activ 1, proCasp7 act 6, TPT1 inhibitor -3, PP5 inh 0.2, Efflux pump mplx 0.0, GASC-1 inh 2, CTSL1 counter -1 and core dimer inh -6.
For COc1ccc(C2(c3ccc(OC)cc3)NC(=O)N(CC(=O)NC3(C#N)CCCC3)C2=O)cc1 the results were PP1 counter -4, procasp3 activ -1, proCasp7 act -8, PP5 inh 2.6, Efflux pump mplx -0.4 and GASC-1 inh -1.
Screening CC(C)N(Cc1cnn(C)c1)C(=O)c1ccc(OC2CCN(Cc3ccccn3)CC2)cc1 returned PP1 counter -4, procasp3 activ -6, proCasp7 act 2, TPT1 inhibitor -1, PP5 inh 0.6, Efflux pump mplx 0.0, GASC-1 inh 6, CTSL1 counter 3 and core dimer inh 2.
`COC(=O)c1sc2nc(SCc3cccc(Cl)c3)n(N)c(=O)c2c1C` gave PP1 counter -5, procasp3 activ 10, proCasp7 act -18, TPT1 inhibitor 1, PP5 inh 1.3, Efflux pump mplx -0.2, GASC-1 inh 5, CTSL1 counter 3 and core dimer inh 10.
Screening Cc1cccc(N(C)C(=O)c2cc3c(=O)[nH]c4ccc(C)cc4c3s2)c1 returned PP1 counter 8, procasp3 activ -4, proCasp7 act 0, TPT1 inhibitor 2, PP5 inh -2.1, Efflux pump mplx 0.0, GASC-1 inh 10, CTSL1 counter -3 and core dimer inh 16.
`Cc1cccc(Nc2nnc(SCC(=O)Nc3ncc(C(F)(F)F)cc3Cl)s2)c1C` gave PP1 counter 3, procasp3 activ -18, proCasp7 act -2, TPT1 inhibitor 1, PP5 inh 0.8, Efflux pump mplx -0.1, GASC-1 inh 4, CTSL1 counter -2 and core dimer inh 18.
Screening Cc1cccn2c(CNCCCOc3cccnc3)c(C(=O)N3CCOCC3)nc12 returned PP1 counter 0, procasp3 activ 6, proCasp7 act 6, TPT1 inhibitor -3, PP5 inh -3.5, Efflux pump mplx 0.1, GASC-1 inh 11, CTSL1 counter 6 and core dimer inh -7.
Screening Cc1cccc(S(=O)(=O)Nc2ccncc2)c1 returned PP1 counter 0, procasp3 activ 0, proCasp7 act 12, TPT1 inhibitor 1, PP5 inh -2.5, Efflux pump mplx -0.2, GASC-1 inh -3, CTSL1 counter -1 and core dimer inh -3.
Cc1cccc(NC(=O)c2ccc(Cl)c(NC(=O)c3ccncc3)c2)c1C was read as PP1 counter -1, procasp3 activ 0, proCasp7 act 4, TPT1 inhibitor -4, PP5 inh -0.5, Efflux pump mplx -0.1, GASC-1 inh 15, CTSL1 counter -2 and core dimer inh 0.
CCNc1nc(NC(C)C)nc(Oc2ccc(=O)n(C)n2)n1 was read as PP1 counter -4, procasp3 activ 2, proCasp7 act 2, TPT1 inhibitor -3, PP5 inh 2.5, Efflux pump mplx -0.1, GASC-1 inh 5, CTSL1 counter -2 and core dimer inh 0.
For C(=C\c1ccncc1)/c1ccncc1 the results were PP1 counter -2, procasp3 activ 4, proCasp7 act 2, TPT1 inhibitor -2, PP5 inh 0.8, Efflux pump mplx 0.1, GASC-1 inh -6, CTSL1 counter -1 and core dimer inh -1.
`Nc1cc(C(=O)OCC(=O)NCc2ccc(F)cc2)ccc1Cl` gave PP1 counter -2, procasp3 activ 7, proCasp7 act 6, TPT1 inhibitor -3, PP5 inh 2.0, Efflux pump mplx -0.1, GASC-1 inh 24, CTSL1 counter -7 and core dimer inh -10.
Screening CC1CN(C(=O)CS(=O)(=O)Cc2ccccc2)CC(C)O1 (stereo unspecified) returned PP1 counter -3, procasp3 activ 7, proCasp7 act 9, TPT1 inhibitor 0, PP5 inh -0.1, Efflux pump mplx -0.1, GASC-1 inh -8, CTSL1 counter 1 and core dimer inh -2.
Screening Cc1ccc(S(=O)(=O)N(C)C)cc1NC(=O)COC(=O)CCC(=O)c1ccc(F)cc1 returned PP1 counter -4, procasp3 activ -11, proCasp7 act -8, TPT1 inhibitor 0, PP5 inh -0.6, Efflux pump mplx -0.2, GASC-1 inh 3, CTSL1 counter -24 and core dimer inh -4.
For Cn1c(Cc2cccc3ccccc23)nnc1SCC(=O)N1CCN(c2cccc(Cl)c2)CC1 the results were PP1 counter 6, procasp3 activ 3, proCasp7 act 0, TPT1 inhibitor -7, PP5 inh 3.0, Efflux pump mplx 0.1, GASC-1 inh 1, CTSL1 counter 5 and core dimer inh 27.
COc1ccc(N=C2SC(CC(=O)Nc3ccccc3)C(=O)N2Cc2ccccn2)cc1 (stereo unspecified) was read as PP1 counter -3, procasp3 activ -4, proCasp7 act 6, TPT1 inhibitor 2, PP5 inh 1.7, Efflux pump mplx 0.0, GASC-1 inh 3, CTSL1 counter 4 and core dimer inh -8.
CC1CN(C(=O)c2ccc(S(=O)(=O)Nc3ccccc3F)cc2)CC(C)O1 (stereo unspecified) was read as PP1 counter -2, procasp3 activ -5, proCasp7 act -1, TPT1 inhibitor -1, PP5 inh -1.3, Efflux pump mplx 0.0, GASC-1 inh 70, CTSL1 counter -1 and core dimer inh -7.
For C[C@@H]1C=C(C(=O)N2CCN(C)CC2)O[C@H](OCc2ccc(CO)cc2)C1 the results were PP1 counter -4, procasp3 activ 9, proCasp7 act 5, TPT1 inhibitor -2, PP5 inh 1.1, Efflux pump mplx 0.1, GASC-1 inh 9, CTSL1 counter -1 and core dimer inh -7.
